Screening data from PubChem BioAssay.
HEK293 tox: Cytotoxic Profiling in HEK 293 Cell Line of Diverse Libraries Using Quantitative High-Throughput Screening; HEK 293 viability, ATP luminescence (CellTiter-Glo), 48-72 h; Potency, µM (titrated, usually from 115 µM), inactives show at the top dose activity change, negative = cytotoxicity, actives largely listed as inhibitors; 6.6% of 94,000 active; further: potency means the concentration at half of the fitted maximal effect; nearly all actives have a fitted effect of over 60% in size
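HEK 293 cells seeded at 250 cells/well were exposed to compound for 48 or 72 hr at 37 degree Celsius. Viability taken as ATP content by CellTiter-Glo luminescence.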
SNCA viab count: GF-AFC viability counterscreen for inhibitors of alpha-synuclein gene (SNCA) expression | HEK-293-SNCA-luc viability, GF-AFC fluorescence, 24 h | Potency, µM (series often up to 57.1 µM), for inactives: at the highest dose activity change, negative = cytotoxicity, hits mostly cytotoxic | 0.12% of 150,000 active | AID 1671193, 2021;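 further: potency means the concentration at half of the fitted maximal effect; 0% = DMSO-treated cells and -100% = medium-only wells without cells; nearly all actives have a fitted effect of over 30% in size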
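HEK-293-SNCA-luc cells (1500/well) plated 24 h, then exposed 24 h to a dilution series; GF-AFC added 30 min at 37C, fluorescence 405/540 nm; normalised to medium-only and DMSO wells, Hill fit.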
IP6K1 inhibitor: Primary qHTS assay for small molecule inhibitors of Inositol hexaphosphate kinase 1 (IP6K1) | Inositol hexakisphosphate kinase 1 (Homo sapiens), Q92551 | IP6K1 kinase, ADP-Glo luminescence, 2 h; active compounds read low | activity change, % (series mostly up to about 58 µM) | 0.81% of 140,000 active | AID 1645851, 2021; in the data active means activity change below about -25%
Target sequence (Q92551 whole entry, looked up): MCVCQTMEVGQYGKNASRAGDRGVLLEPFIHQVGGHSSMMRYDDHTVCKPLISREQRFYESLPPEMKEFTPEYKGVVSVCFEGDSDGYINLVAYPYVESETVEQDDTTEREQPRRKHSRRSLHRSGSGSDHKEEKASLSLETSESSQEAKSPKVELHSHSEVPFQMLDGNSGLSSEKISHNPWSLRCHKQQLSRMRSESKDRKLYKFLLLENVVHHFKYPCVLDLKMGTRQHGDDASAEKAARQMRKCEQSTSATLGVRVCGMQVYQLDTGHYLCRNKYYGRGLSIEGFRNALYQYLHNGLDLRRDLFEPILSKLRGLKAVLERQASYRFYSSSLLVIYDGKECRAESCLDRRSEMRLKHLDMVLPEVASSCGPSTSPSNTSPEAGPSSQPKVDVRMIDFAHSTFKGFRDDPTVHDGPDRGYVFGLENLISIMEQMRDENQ
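ADP-Glo luminescence measures ADP made by human IP6K1 during a 2 h RT reaction with ATP/IP6 (mix at 1.3 mM/130 uM); top library doses 57.5 and 19.1 uM final.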
FLuc inh: Firefly luciferase inhibition profiling of diverse chemical library using quantitative high-throughput screening. Potency, µM (series often up to 115 µM), for the others: at the highest dose activity change, negative = inhibition, usual class: inhibitors. Luciferin 4-monooxygenase (Photinus pyralis), P08659. purified P. pyralis luciferase, luminescence, biochemical. 2.5% of 76,000 active; further: potency means the concentration at half of the fitted maximal effect; nearly all actives have a fitted effect of over 65% in size
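Purified P. pyralis luciferase (10nM final) in 50mM Tris acetate pH 7.5, 10mM Mg acetate, 0.01% Tween-20, 0.05% BSA with 10uM D-luciferin and 10uM ATP. Compounds titrated qHTS. Luminescence imaged on CCD.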
NIH3T3 tox: Cytotoxic Profiling in NIH 3T3 Cell Line of Diverse Libraries Using Quantitative High-Throughput Screening; NIH 3T3 viability, CellTiter-Glo ATP luminescence, 48-72 h; Potency, µM (highest dose often 96.7 µM), for the others: at the top dose activity change, negative = cytotoxicity, most hits filed as inhibitors; 4.3% of 94,000 active; AID 1345082, 2018; further: potency means the concentration at half of the fitted maximal effect; nearly all actives have a fitted effect of over 55% in size
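Viability of NIH 3T3 cells after 48 or 72 hr compound treatment at 37 °C was assessed by CellTiter-Glo, with luminescence imaged following a 10 min room-temperature step.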
SNCA expr inh: Primary qHTS assay for inhibitors of alpha-synuclein gene (SNCA) expression. 0.17% of 140,000 active. AID 1671194, 2021. HEK-293 SNCA-luciferase knock-in, luminescence, 24 h. Potency, µM (top dose mostly 57.2 µM), for inactives: at the top dose activity change, negative = inhibition, most hits filed as inhibitors;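 further: potency means the concentration at half of the fitted maximal effect; plate controls were DMSO cells for no effect and cell-free wells for full effect; nearly all actives have a fitted effect of over 45% in size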
GPT2 inhibitor: Primary qHTS assay for inhibitors of Glutamate pyruvate transaminase 2 (GPT2); AID 1671188, 2021; 0.25% of 100,000 active; Recombinant GPT2, coupled pyruvate oxidase/HRP Amplex Red fluorescence; Alanine aminotransferase 2 (Homo sapiens), Q8TD30; Potency, µM (titrated, usually from 57.7 µM), for inactives: top-dose activity change, negative = inhibition, actives largely listed as inhibitors; further: potency means the concentration at half of the fitted maximal effect; nearly all actives have a fitted effect of over 60% in size; many of its hits are not listed in these tables
Target sequence (Q8TD30 whole entry, looked up): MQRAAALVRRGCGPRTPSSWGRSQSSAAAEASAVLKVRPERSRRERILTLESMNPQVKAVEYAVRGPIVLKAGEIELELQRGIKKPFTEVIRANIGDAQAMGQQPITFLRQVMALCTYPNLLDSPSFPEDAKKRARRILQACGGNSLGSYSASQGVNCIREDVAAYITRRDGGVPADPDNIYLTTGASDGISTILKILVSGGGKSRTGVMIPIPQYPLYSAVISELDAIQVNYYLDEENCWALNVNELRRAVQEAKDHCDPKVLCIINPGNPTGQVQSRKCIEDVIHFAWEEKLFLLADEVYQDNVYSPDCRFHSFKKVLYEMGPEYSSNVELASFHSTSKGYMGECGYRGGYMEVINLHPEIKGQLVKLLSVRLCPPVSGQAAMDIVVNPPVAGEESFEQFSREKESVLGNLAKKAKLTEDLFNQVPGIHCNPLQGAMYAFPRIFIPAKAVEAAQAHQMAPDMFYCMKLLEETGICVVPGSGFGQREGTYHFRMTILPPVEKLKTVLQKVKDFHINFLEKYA
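Recombinant GPT2 (10ng/uL) with 250uM a-KG and 2mM L-alanine, 30 min at room temperature, in HEPES pH 7.5 buffer. Pyruvate detected by pyruvate oxidase/HRP/Amplex Red fluorescence after 30 min in the dark; AOA (50uM) as positive control.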
Active calls of the source: *; i = inactive; ? = inconclusive; / = no result given; [ ] = another dose, or the depositor's remark. Unless noted, the call rests on the fitted dose curve; in most records, active means well fitted curve in the direction sought with a large enough effect; inconclusive means small, poorly fitted or top-dose-only effect, or another doubt; inactive means no such curve, though single readings can be large; an effect the other way counts as inactive or inconclusive. Unless noted, on the % scale 0 is the no-effect control and ±100 the full control effect.

SMILES	HEK293 tox	SNCA viab count	IP6K1 inhibitor	FLuc inh	NIH3T3 tox	SNCA expr inh	GPT2 inhibitor
O=C(NCCc1ccccc1)C1CCN(C(=O)N2CC3CC(C2)[C@H]2CCCC(=O)N2C3)CC1 (some centres undefined)	-3%	-15%	4	?	i	22%	-2%
CCOCCCn1c(=N)c(C(=O)NCC2CCCO2)cc2c(=O)n3cc(C)ccc3nc21 (centres undefined)	/	?	36	/	/	52%[activator]	/
O=C1COc2ccc(-c3ccsc3)nc2CN1	-23%[230 µM]	4%[87.6 µM]	-5	4%[230 µM]	?	-10%[87.6 µM]	0%[88.5 µM]
CCOC(=O)C1CCCN(S(=O)(=O)c2cc(-c3cc(C)no3)ccc2OC)C1 (centres undefined)	/	-9%	-5	/	/	44%[activator]	/
O=C(COc1ccc(F)cc1)Nc1nnc(S(=O)(=O)N2CCCC2)s1	/	-7%	9	/	/	-6%	/
COc1cccc(OC)c1C(=O)Nc1cccc(-c2nc3cc(C)cc(C)c3o2)c1	/	9%	7	/	/	40%	/
CCC[C@H]1CN(C(=O)c2cc(=O)[nH]c3cc(F)ccc23)C[C@@H]1N	1%	-6%	5	0%	-13%	-28%	i
COc1cccc(F)c1-c1ncc2c(n1)OCCN(c1cccc(C(F)(F)F)c1)C2=O	?	-1%[87.6 µM]	1	-1%[172 µM]	?	1%[87.6 µM]	-8%[88.5 µM]
Cc1ccc(C(=O)N2CCn3c(nn(-c4ccc(F)cc4)c3=O)C2)cc1	-20%	5%	-5	4%	-27%	-6%	i
COc1cc(CN(C(=O)c2ccccc2Br)c2ccccn2)cc(OC)c1OC	/	3%	32	/	/	7%	/
CC(C)N1C(=O)C2(CCCC2)C1C(=O)NCCN1CCCCC1 (centres undefined)	i	-4%	3	-6%	-7%	-23%	i
CCN(CC)c1ccc(C2C(C(=O)Nc3ccccc3C)=C(C)Nc3ncnn32)cc1 (centres undefined)	/	-11%	11	/	/	-10%	/
CC(=O)N(C1CC1)C1CCOC2(CCN(C(=O)c3cn[nH]c3-c3ccccc3)CC2)C1 (centres undefined)	i	1%	-12	1%	0%	-6%	0%
CCOc1ccccc1NC(=O)CSc1nc2c(oc3ccccc32)c(=O)n1Cc1ccco1	/	-4%	10	/	/	19%	/
COCCNC(=O)Cn1cnc2sc(C)c(S(=O)(=O)N3CCN(c4ccccc4OC)CC3)c2c1=O	/	8%	27	/	/	43%[activator]	/
CCc1ccc(OCc2ccccc2C(=O)Nc2ccc3nc(C)cc(N)c3c2)cc1	/	?	/	/	/	?	?
CC1CCc2onc(C(=O)N3CCN(c4ccc(F)cc4)CC3)c2C1 (centres undefined)	/	4%	-10	/	/	-4%	/
CCCCCC(=O)N1C[C@@H](CO)[C@@H]2Oc3c(F)cccc3[C@@H]21	?	/	21	/	?	/	/
COc1cc(Cl)ccc1C(=O)N1[C@@H]2CC[C@H]1CC(NC(=O)c1ccncc1)C2 (some centres undefined)	-12%	6%	11	-12%	-18%	22%	?
COc1ccc(CCNC(=O)CCCn2c(=O)c3ccccc3n(CC(=O)Nc3ccc(C)cc3Cl)c2=O)cc1OC	/	?	10	/	/	-17%	/
COc1ccc(C(CNC(=O)COc2ccc(C)c(C)c2)N2CCCCC2)cc1 (centres undefined)	/	-8%	6	/	/	-16%	/
COC(=O)N1CCC(c2nn(-c3ccc(OC)cc3)c(=O)[nH]2)CC1	-8%	16%	17	-8%	5%	16%	?
Cc1cccc(CN2CCOCCNC(=O)[C@H]3CCCC[C@H]32)c1	?	-6%	3	8%	-22%	-13%	i
CN(CCc1noc(C2CN(Cc3cccc(C#N)c3)C2)n1)C(=O)C1CCOCC1	-25%	-6%	17	/	-28%	29%	-6%
CCOC(=O)c1cc(S(=O)(=O)NCc2ccc(Cl)cc2)[nH]n1	/	2%	3	/	/	34%[activator]	/
SMILES	HEK293 tox	SNCA viab count	IP6K1 inhibitor	FLuc inh	NIH3T3 tox	SNCA expr inh	GPT2 inhibitor
O=C(Nc1ccc(-c2nnc3n2CCCC3)cc1)c1ccc(F)c(F)c1	-12%	-10%	-2	-5%	-8%	-18%	-10%
CNC(=O)C1N(C(C)C)C(=O)C12CCCCC2 (centres undefined)	i	3%	1	4%	-15%	-19%	0%
Cc1ccc(C(=O)N2CCN(C(=O)c3nnn4c3COC(c3ccccc3)C4)CC2)cc1 (centres undefined)	?	0%	0	-11%	-23%	3%	-8%
O=C(c1ccccc1)N1C[C@H]2OC(=O)N(CCc3cccc(Cl)c3)[C@H]2C1	-26%	3%	-16	-3%	-21%	-20%	1%[11.5 µM]
Cc1ccc(NC(=O)Cn2ncn3c(cc4ccccc43)c2=O)cc1F	/	2%	-1	/	/	6%	/
Cc1cnc(CC2CCN(S(=O)(=O)c3ccc(C#N)cc3)C2)n1C1CC1 (centres undefined)	?	2%	-14	5%	-18%	9%	-11%
Cc1ccc(NC(=O)C2CCN(S(=O)(=O)c3cccc4nonc34)CC2)c(Cl)c1	/	-5%	7	/	/	4%	/
O=C(O)CN(CCOCCOCCN(CC(=O)O)CC(=O)O)CC(=O)O	/	12%	0	/	/	-10%	3%
Cc1noc(C)c1C(=O)N1CCC2(CC1)CN(C(=O)Cc1cccc(Cl)c1)CCO2	-19%	-16%	-2	/	?	28%	1%
COc1ccc(C(=O)N2CCC3(CC2)CN(c2ccccc2)C3=O)cc1OC	?	-6%	1	/	-37%	-2%	?
CC(=O)N1CCc2cc(S(=O)(=O)NC(Cc3ccccc3)C(=O)Nc3cc(C)cc(C)c3)ccc21 (centres undefined)	/	-11%	3	/	/	?	/
COc1ccc(/C=C/C(=O)N2CCC(c3nc4ccccc4o3)CC2)cc1	/	-2%	5	/	/	91%[activator]	/
Cc1ccc(-c2c(C(=O)N3CCCCC3)nc3sccn23)cc1	?	-15%	14	/	?	-21%	-10%
CC(C)(C)OC(=O)NCCCC(=O)N1CCN(c2cccc(C=O)c2)C(=O)C1	?	3%	10	/	?	?	i
Cn1cccc1CN1CC(N2CCc3ccccc32)C1	-12%[172 µM]	-2%[87.6 µM]	0	/	-5%[138 µM]	2%[87.6 µM]	i
Cc1ccc(CCNC(=O)c2ccc(CSCc3ccc(C)cc3)o2)cc1	/	-15%	-12	/	/	?	/
Cc1ccc(NC(=O)C2CCN(S(=O)(=O)c3cccc4nonc34)CC2)cc1C	/	1%	18	/	/	-11%	/
COCc1nncn1C1CCN(S(=O)(=O)c2ccccc2C(F)(F)F)CC1	i	6%	7	-10%	i	-4%	i
COc1ccc(CC(=O)N2CCC3(CC2)CN(c2ncccn2)CC3CO)cc1 (centres undefined)	i	2%	16	1%	1%	9%	i
Cc1ccc(OCc2nc(C3CCCCN3C(=O)CCN3C(=O)NC(C)(C)C3=O)no2)cc1 (centres undefined)	-16%	10%	-5	-2%	0%	2%	-15%
CO[C@@H]1[C@@H](OC)[C@H](C)[C@@](O)(CC(=O)O)O[C@H]1[C@H](C)[C@H]1O[C@@]2(CC[C@@](C)([C@H]3CC[C@@](C)([C@@H]4O[C@@H]([C@H]5O[C@](C)(O)[C@H](C)C[C@@H]5C)C[C@@H]4OC4C[C@H](OC)[C@@H](OC)[C@H](C)O4)O3)O2)C[C@H](O)[C@H]1C (some centres undefined)	/	-45%[23.9 µM]	8	/	/	-42%[25.6 µM]	-2%
COc1ccc([C@H]2C[C@@H](O)[C@@H](O)[C@@H]2NC(=O)c2ccc(OC)c(OC)c2)cc1	-20%[172 µM]	-3%[87.6 µM]	1	-8%[172 µM]	-7%[174 µM]	?	i
c1cncc(-c2n[nH]c(CC3CCNC3)n2)c1 (centres undefined)	-26%	10%	3	-14%	-23%	-10%	i
CC(=O)Nc1ccc(CN2CCCC23Cc2ccccc2CN(C(C)=O)C3)cc1 (centres undefined)	?	-7%	-9	/	-29%	1%	-1%
COc1ccc(C(=O)NCC(c2ccc(N(C)C)cc2)N2CCc3ccccc32)cc1OC (centres undefined)	/	?	-6	/	/	?	/

Laid out differently: 2 of the compounds above.
Order of values – HEK293 tox	SNCA viab count	IP6K1 inhibitor	FLuc inh	NIH3T3 tox	SNCA expr inh	GPT2 inhibitor
COc1ccc(/C=C/C(=O)N2CCC(c3nc4ccccc4o3)CC2)cc1
  /	-2%	5	/	/	91%[activator]	/
Cc1ccc(-c2c(C(=O)N3CCCCC3)nc3sccn23)cc1
  ?	-15%	14	/	?	-21%	-10%

(further entries)
SMILES	HEK293 tox	SNCA viab count	IP6K1 inhibitor	FLuc inh	NIH3T3 tox	SNCA expr inh	GPT2 inhibitor
N#Cc1cccnc1-c1ccc(C(=O)N2CCC(NC(=O)C3CCCC3)CC2)cc1	-16%	-7%[12.5 µM]	11	/	-28%	12%	-19%
CC[C@H](NC(=O)[C@H](C)NC)C(=O)N1C[C@@H](O)C[C@H]1Cc1c(-c2[nH]c3cc(F)ccc3c2C[C@H]2C[C@H](O)CN2C(=O)[C@H](CC)NC(=O)[C@H](C)NC)[nH]c2cc(F)ccc12	/	-9%	/	/	/	20%	3%
CCN1CCN(C(=O)c2ccc3c(c2)N(Cc2cccc(F)c2)C(=O)c2ccccc2S3)CC1	/	?	20	/	/	-25%	/
Cc1ccccc1Cn1c(=O)n(Cc2ccco2)c(=O)c2oc3ccccc3c21	/	1%	7	/	/	-6%	/
COC[C@@H]1CN(C(=O)c2ccccc2)C[C@H]1c1nc(C2CC2)no1	?	-3%	-10	-2%	2%	3%	-18%
Cc1ccc(Nc2ccnc(N3CCC(NC(=O)Cc4ccccn4)CC3)n2)cc1	?	7%	-11	/	?	16%	?
COCC1CN(S(=O)(=O)c2cccc3cccnc23)CC12CCNCC2 (centres undefined)	3%	4%	12	-4%	i	4%	i
CCc1cc(CN(C)C(=O)c2cc(COc3ccccc3F)[nH]n2)on1	1%	14%	0	-2%	-2%	-1%	1%
CCOC(=O)c1c(NC(=O)COc2c(C)cc(Cl)cc2Cl)sc2c1CCCC2	/	-3%	16	/	/	-7%	/
CN1c2cc(C(=O)NC3CCCC3)ccc2C(=O)N2CCCCC21 (centres undefined)	?	16%[12.5 µM]	-11	-10%	-10%	3%	i

Reprinted at random: 2 records from the list.
SMILES	HEK293 tox	SNCA viab count	IP6K1 inhibitor	FLuc inh	NIH3T3 tox	SNCA expr inh	GPT2 inhibitor
COc1cccc(F)c1-c1ncc2c(n1)OCCN(c1cccc(C(F)(F)F)c1)C2=O	?	-1%[87.6 µM]	1	-1%[172 µM]	?	1%[87.6 µM]	-8%[88.5 µM]
CCc1cc(CN(C)C(=O)c2cc(COc3ccccc3F)[nH]n2)on1	1%	14%	0	-2%	-2%	-1%	1%
